Screening data from PubChem BioAssay.
Arr AP2 block = blocks beta-arrestin peptide binding to AP2 adaptin; FITC-arrestin peptide / GST-AP2 beads, flow cytometry; AP2 beta2 appendage carries R879A mutation; inhibition, % at 10 µM; actives 0.31% (n = 340,000); AID 504490;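 active = inhibition above a set limit, near 3 SD of compounds lacking own fluorescence, cut at about 54% in these data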;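 also: plate controls were DMSO wells for no effect and 5 µM unlabelled arrestin peptide for full effect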
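Test system: GST-tagged AP2 beta2-adaptin appendage (R879A) on 4 µm glutathione beads; also added: fluorescein-tagged arrestin peptide at 50 nM final; timing: 12 min plus 1 h, RT; signal: flow cytometry, FL1 (488/535 nm); read-out: percent drop in bead-associated FITC signal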
DSG3 Ab inh = blocks pemphigus antibody binding to human desmoglein-3; P32926; DSG3-coupled beads, scFv-anti-DSG3-GFP binding, flow cytometry; hits give low values; binding (percent of control), % at 10 µM; actives 0.48% (n = 310,000);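 active = binding more than 3 SD below its plate's average and above zero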;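 also: hits lower antibody fragment binding to DSG3; some compounds called inactive have numbers as strong as hits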
CDK5 inh = CDK5/p35 (human) kinase inhibition | Recombinant CDK5/p35, ADP-Glo luminescence, 60 min | actives 0.01% (n = 330,000) | inhibition, % at 10 µM | Q00535+Q15078;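 active = highest replicate inhibition of at least 50% and at least 75% of replicates reaching 50%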;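 also: plate controls were DMSO neutral control for no effect and GW8510 at 10 µM for full effect; many of its hits are not listed in these tables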
Mot1-301 SUMO = inhibitors of SUMOylation pathway: yeast Mot1-301 growth rescue | actives 1% (n = 320,000) | growth rescue, % at 18.8 µM | S. cerevisiae Mot1-301 growth rescue, ATP luminescence, 38.5C; percent above DMSO median, 100 means doubled;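 active = every valid replicate shows activation above 250% relative to neutral control wells; inactive = the rest, any valid replicate at or below 250%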;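 also: OY570 slx delta 5 strain wells were the positive control but not used for scaling; some compounds called inactive have numbers as strong as hits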
dFosB act = activators of mouse delta FosB homodimer; P13346; purified delta FosB, TAMRA-CDK5 oligo fluorescence polarization; percent of positive-control signal above neutral wells; activation, % at 25 µM; actives 0.99% (n = 340,000);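 active = mean activation above about 17%, with every replicate also reaching it, limit read from the data, passing the limit was not always enough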;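 also: fluorescence polarization rise as delta FosB binds a TAMRA Cdk5 AP-1 oligo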
MITF act = MITF TRPM1 promoter activation in melanoma cells; SK-MEL-5 TRPM1-promoter luciferase, 24 h; % of positive control, neutral wells = 0; activation, % at 12.5 µM; actives 0.75% (n = 300,000); AID 588334;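 active = mean activation of at least 80% with every replicate also reaching 80%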;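 also: 0% = neutral control wells and 100% = parthenolide positive control wells; values of inactives mirror those of a sister screen read the other way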
PKA-R1A act = PKA-R1A complex activation | PKA-R1A dissociation, Cy5-IP20 fluorescence polarization; scaled: DMSO 0%, 113 µM cGMP 100% | activation, % at 11.4 µM | actives 0.083% (n = 340,000) | AID 504707;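 active = percent activation above the mean of all tested compounds plus 3 SD, cut at about 19% in these data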;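 also: higher means more PKAc released from R1A so a rise in polarization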
NSD2 HMT inh = NSD2 (human) methyltransferase inhibition; O96028; actives 0.54% (n = 310,000); AID 743445; NSD2 peptide methylation, AlphaScreen, 120 min; inhibition, % at 12.5 µM; in the data active = inhibition above about 50%
PKA-R2B act = activators of human PKA-R2B complex. activation, % at 11.4 µM. P22694+P31323. actives 0.079% (n = 340,000). PKA-R2B holoenzyme dissociation, Cy5-IP20 fluorescence polarization; R2B truncated from residue 108, S112A mutant; 0% DMSO only, 100% 113 µM cGMP. AID 504700;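 active = activation above a cutoff set at the mean over all compounds plus 3 SD, cut at about 18% in these data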;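 also: higher means more holoenzyme dissociation and a rise in polarization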
Target sequence (P31323 whole entry, looked up, other chains not shown, the tested form may be a part): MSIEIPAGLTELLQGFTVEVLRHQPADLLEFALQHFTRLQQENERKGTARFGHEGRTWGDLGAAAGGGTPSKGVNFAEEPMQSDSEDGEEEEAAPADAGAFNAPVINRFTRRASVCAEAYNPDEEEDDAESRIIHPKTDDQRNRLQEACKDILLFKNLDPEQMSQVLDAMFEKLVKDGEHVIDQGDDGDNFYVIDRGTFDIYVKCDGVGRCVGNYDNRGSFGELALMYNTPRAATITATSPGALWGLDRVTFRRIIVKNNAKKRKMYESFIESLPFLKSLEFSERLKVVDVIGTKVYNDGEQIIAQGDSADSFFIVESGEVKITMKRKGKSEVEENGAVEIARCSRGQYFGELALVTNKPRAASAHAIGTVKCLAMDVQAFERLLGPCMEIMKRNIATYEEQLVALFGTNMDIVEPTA
SR-BI uptake up = SR-BI HDL lipid transfer activation; CHO ldlA[mSR-BI] cells, DiI-HDL uptake fluorescence, 3 h; 100 = double the neutral-control signal; activation, % at 12.5 µM; actives 0.096% (n = 320,000); AID 504775;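 active = mean replicate activation of at least 60% and every replicate at or above 60%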;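 also: 0% = median plate neutral-control signal and 100% = twice that signal; values of inactives mirror those of a sister screen read the other way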
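Material: SR-BI-overexpressing, LDLR-lacking CHO cells | Dosing: Single compound concentration, delivered by pin transfer | Probe or stimulus: Labelled HDL, 10 µg/mL | Signal: Bottom-read cell fluorescence after medium removal, ex 550/em 595 nm | Schedule: 3 h, 37 °C | Evaluation: HDL uptake via cellular fluorescence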
SR-BI HDL uptake = inhibitors of mouse SR-BI mediated HDL lipid uptake; Q61009; actives 0.96% (n = 320,000); inhibition, % at 12.5 µM; ldlA[mSR-BI] CHO cells, DiI-HDL uptake fluorescence, 3 h; AID 488896;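 active = mean replicate inhibition of at least 70% and a set share of replicates each scoring 70 or more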;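 also: 0% = median of neutral control wells and 100% = median of positive control wells; values of inactives mirror those of a sister screen read the other way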
Target sequence (Q61009 whole entry, looked up): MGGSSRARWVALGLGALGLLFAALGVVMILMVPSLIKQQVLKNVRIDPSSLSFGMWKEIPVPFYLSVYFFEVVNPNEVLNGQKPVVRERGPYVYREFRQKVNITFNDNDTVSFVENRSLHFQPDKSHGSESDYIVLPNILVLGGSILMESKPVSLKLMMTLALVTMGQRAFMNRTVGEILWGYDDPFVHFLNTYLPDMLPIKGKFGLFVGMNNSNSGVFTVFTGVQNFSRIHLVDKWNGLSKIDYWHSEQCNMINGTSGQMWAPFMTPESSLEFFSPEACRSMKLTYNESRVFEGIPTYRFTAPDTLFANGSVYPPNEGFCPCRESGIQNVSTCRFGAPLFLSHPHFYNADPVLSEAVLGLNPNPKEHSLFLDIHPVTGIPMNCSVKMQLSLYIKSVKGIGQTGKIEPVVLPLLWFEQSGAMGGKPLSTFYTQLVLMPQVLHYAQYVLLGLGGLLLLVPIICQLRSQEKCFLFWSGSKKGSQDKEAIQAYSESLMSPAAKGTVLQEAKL
Numbers without * were called inactive; / = not tested or not shown.

The first 5 records (preview)
Key to letters: A = Arr AP2 block; B = DSG3 Ab inh; C = CDK5 inh; D = Mot1-301 SUMO; E = dFosB act; F = MITF act; G = PKA-R1A act; H = NSD2 HMT inh; I = PKA-R2B act; J = SR-BI uptake up; K = SR-BI HDL uptake
O=C(O)CCC(=O)NNC(=O)c1cccs1
  A = 2	B = 119	C = -2.0	D = -13	E = -1	F = 2	G = -6	H = -9	I = -3	J = 32	K = -32

O=C1c2ccccc2C(=O)N1Cc1nc2ccccc2c(=O)n1CCCn1ccnc1
  A = 25	B = 99	C = 0.2	D = /	E = -13	F = 3	G = 6	H = /	I = 1	J = 12	K = -12

CNC(=S)N1CCC(NC(=O)C(Cc2ccc(OC)cc2)NC(C)=O)CC1 (configuration not stated)
  A = 37	B = 100	C = -1.1	D = 13	E = 1	F = -8	G = 3	H = 0	I = 1	J = 11	K = -11

COc1ccc(/C=N/n2cncn2)cc1COc1ccc(NC(C)=O)cc1
  A = -7	B = 101	C = 0.9	D = 0	E = -5	F = 12	G = 2	H = 0	I = -10	J = 10	K = -10

Cc1ccc(S(=O)(=O)/N=C(\c2ccc(Cl)cc2)N2CCOCC2)cc1
  A = 5	B = 94	C = 1.2	D = -18	E = -3	F = 4	G = -7	H = 0	I = -5	J = 1	K = -1

The whole of this part, from the start:
Key to letters: A = Arr AP2 block; B = DSG3 Ab inh; C = CDK5 inh; D = Mot1-301 SUMO; E = dFosB act; F = MITF act; G = PKA-R1A act; H = NSD2 HMT inh; I = PKA-R2B act; J = SR-BI uptake up; K = SR-BI HDL uptake
O=C(O)CCC(=O)NNC(=O)c1cccs1
  A = 2	B = 119	C = -2.0	D = -13	E = -1	F = 2	G = -6	H = -9	I = -3	J = 32	K = -32

O=C1c2ccccc2C(=O)N1Cc1nc2ccccc2c(=O)n1CCCn1ccnc1
  A = 25	B = 99	C = 0.2	D = /	E = -13	F = 3	G = 6	H = /	I = 1	J = 12	K = -12

CNC(=S)N1CCC(NC(=O)C(Cc2ccc(OC)cc2)NC(C)=O)CC1 (configuration not stated)
  A = 37	B = 100	C = -1.1	D = 13	E = 1	F = -8	G = 3	H = 0	I = 1	J = 11	K = -11

COc1ccc(/C=N/n2cncn2)cc1COc1ccc(NC(C)=O)cc1
  A = -7	B = 101	C = 0.9	D = 0	E = -5	F = 12	G = 2	H = 0	I = -10	J = 10	K = -10

Cc1ccc(S(=O)(=O)/N=C(\c2ccc(Cl)cc2)N2CCOCC2)cc1
  A = 5	B = 94	C = 1.2	D = -18	E = -3	F = 4	G = -7	H = 0	I = -5	J = 1	K = -1

CN(C)c1ccc(S(=O)(=O)N2CCCCC2)cc1NC(=O)CN1C(=O)NC(C)(c2ccccc2)C1=O (configuration not stated)
  A = 0	B = 120	C = 0.0	D = -5	E = -6	F = -4	G = -2	H = -1	I = -9	J = -7	K = 7

CSc1ccccc1NC(=O)c1ccc(N2CC3CC(C2)c2cccc(=O)n2C3)c(NC(=O)c2ccncc2)c1 (configuration not stated)
  A = -11	B = /	C = 0.8	D = 21	E = -3	F = -6	G = 3	H = 4	I = 3	J = -9	K = 9

NC(=O)NCC(=O)N1CCC(C(O)(c2ccccc2)c2ccccc2)CC1
  A = 1	B = 99	C = 0.6	D = 24	E = -11	F = -12	G = 3	H = /	I = -3	J = 9	K = -9

CC(=O)NC(Cc1ccc(C(C)C)cc1)C(=O)NC1CCN(c2nc(C)cc(C)n2)CC1 (configuration not stated)
  A = -13	B = 101	C = -3.7	D = -8	E = -20	F = -15	G = -4	H = 0	I = -13	J = -1	K = 1

CCCCNC(=O)CSc1nc2ccc(NC(=O)CSc3nnc(N)s3)cc2s1
  A = -7	B = 95	C = -0.5	D = 58	E = 0	F = -1	G = -10	H = -1	I = -8	J = -13	K = 13

COc1ccc(-c2cc(C(F)(F)F)nc(S(=O)(=O)CCCC(=O)Nc3cccnc3Cl)n2)cc1OC
  A = -15	B = 103	C = -4.2	D = /	E = -45	F = -79	G = 1	H = -1	I = -1	J = 12	K = -12

Cc1ccc(S(=O)(=O)N(C)CCCC(=O)Nc2cc(C)ccc2C)cc1
  A = 16	B = 102	C = -0.7	D = 4	E = -9	F = -13	G = -5	H = /	I = -2	J = -4	K = 4

CCn1cc(/C=C2\SC(=O)N(CC(=O)Nc3ccc4c(c3)OCO4)C2=O)c2ccccc21
  A = -2	B = 101	C = -0.2	D = -10	E = -4	F = -3	G = 10	H = 0	I = 7	J = 29	K = -29

OCC1(CCc2ccccc2)CCN(Cc2cccn2-c2cccnc2)CC1
  A = 17	B = 106	C = 0.3	D = -5	E = 1	F = -6	G = 1	H = 5	I = -14	J = 6	K = -6

Cc1ccc(SCCN2CCN(CC(C)C)CCC2=O)cc1
  A = 3	B = 102	C = 0.3	D = /	E = -2	F = 32	G = -1	H = /	I = 6	J = 8	K = -8

CN(C)c1cccc(C(=O)OCC(=O)N(C)c2ccccc2)c1
  A = 20	B = 110	C = -1.6	D = -21	E = -14	F = 0	G = 0	H = 1	I = -2	J = -13	K = 13

COC(=O)c1cc(NC(=S)NCc2ccc(Cl)cc2)cc(C(=O)OC)c1
  A = 6	B = 105	C = -2.4	D = -15	E = -2	F = -5	G = -7	H = -2	I = -8	J = 36	K = -36

COc1ccc(CCNC(=O)c2cc3c(=O)n4ccccc4nc3n(CCN3CCOCC3)c2=N)cc1
  A = -7	B = 103	C = 0.4	D = 2	E = -16	F = 22	G = 0	H = 0	I = 0	J = -5	K = 5

Cc1cccc(C)c1NC(=O)CNC(=O)CCC(=O)N1CCOCC1
  A = 6	B = 97	C = -0.9	D = 87	E = -3	F = 2	G = 4	H = -2	I = 4	J = 12	K = -12

O=C(CN(Cc1ccc(F)cc1)C(=O)CNS(=O)(=O)c1ccc(F)cc1)NCc1ccco1
  A = 2	B = 102	C = 0.0	D = -1	E = -3	F = 7	G = 2	H = 0	I = 1	J = 8	K = -8

COc1ccc(CNC(=O)CCC(=O)N2CCN(C(C)=O)CC2)cc1
  A = 21	B = 98	C = -3.0	D = -10	E = -4	F = -14	G = 4	H = -4	I = -5	J = 9	K = -9

O=C(NC1C/C(=N/O)c2cc3c(cc21)OCO3)C(F)(F)F (configuration not stated)
  A = -1	B = 114	C = -0.1	D = 0	E = -3	F = -3	G = -6	H = 3	I = -6	J = 5	K = -5

Cc1ccc2c(c1)N(C(=O)CCC(=O)NCc1cccnc1)CCO2
  A = 6	B = 105	C = 0.4	D = 0	E = 1	F = -5	G = -10	H = /	I = 2	J = 23	K = -23

O=C1COc2ccc(S(=O)(=O)N3CCC(C(=O)NCc4ccccc4)CC3)cc2N1
  A = -11	B = 110	C = 1.9	D = -18	E = -6	F = 7	G = -17	H = -3	I = -15	J = /	K = -1

C=CCSc1nc2ccccc2n1C(=O)/C=C/c1cc(OC)c(OC)c(OC)c1
  A = -8	B = 97	C = 0.0	D = 3	E = -7	F = -86	G = 4	H = -4	I = 12	J = -29	K = 29

COc1ccc(OC)c(NC(=O)CCN2CCN(c3ccccc3F)CC2)c1
  A = 1	B = 99	C = 0.3	D = -14	E = 7	F = /	G = 1	H = -2	I = -2	J = -43	K = 43

COc1ccc(CCNC(=O)CCSc2nc(-c3ccco3)cc(C(F)(F)F)n2)cc1
  A = 7	B = 93	C = -0.5	D = -6	E = -2	F = -7	G = -5	H = -3	I = 0	J = -5	K = 5

CCOc1cc(NC(=O)c2ccco2)c(OCC)cc1NC(=O)c1ccco1
  A = -2	B = /	C = -3.1	D = -11	E = -13	F = -1	G = -6	H = -2	I = -12	J = /	K = /

Cn1cc(CN2CCC(N3CCNC(=O)CC3)CC2)c(-c2ccccc2F)n1
  A = 7	B = 95	C = -0.2	D = -11	E = 2	F = 8	G = -14	H = -3	I = 6	J = 25	K = -25

CC(C)(C)NC(=O)/C(=C\c1ccco1)NC(=O)c1ccco1
  A = 4	B = 120	C = 2.2	D = -6	E = 1	F = -4	G = -7	H = -1	I = -2	J = 17	K = -17

CCn1c(C)c(Br)c(=O)c(C(=O)OC)c1-c1ccc(Cl)cc1
  A = 22	B = 113	C = 0.8	D = 5	E = 3	F = -4	G = -5	H = 3	I = -2	J = -5	K = 5

N#CC1(NC(=O)CSc2nc3ccc([N+](=O)[O-])cc3s2)CCCCC1
  A = 1	B = 104	C = -0.8	D = -7	E = -3	F = -13	G = 2	H = 2	I = -1	J = -30	K = 30

CC(C)c1onc(C(=O)NCc2ccccc2)c1[N+](=O)[O-]
  A = 10	B = 96	C = 0.4	D = 5	E = 3	F = -2	G = -13	H = -2	I = -1	J = 21	K = -21

COc1ccccc1OCCNC(=O)CNC(=O)c1ccc2c(c1)OCO2
  A = 48	B = /	C = 1.1	D = -5	E = -2	F = -1	G = -8	H = 15	I = 10	J = 1	K = -1

COC(=O)Cc1cc(=O)[nH]c(/N=C(\N)Nc2ccc(C)cc2C)n1
  A = 10	B = 97	C = -0.3	D = -5	E = 0	F = -10	G = -6	H = 1	I = 4	J = 16	K = -16

Cc1c(C)c2c(C)nn(-c3ccccc3)c2[nH]c1=O
  A = -7	B = /	C = -2.6	D = 14	E = -9	F = /	G = -11	H = -1	I = 7	J = -5	K = 5

O=C1/C(=C/c2ccccc2)SC(=S)N1CC(=O)N1CCCCC1c1cccnc1 (configuration not stated)
  A = 7	B = 102	C = 0.7	D = 140	E = -10	F = /	G = -7	H = 5	I = 0	J = -23	K = 23

O=C(CCNC(=O)C1CCN(S(=O)(=O)c2ccc(F)cc2)CC1)Nc1nccs1
  A = 5	B = 103	C = 0.2	D = 2	E = -8	F = 2	G = -4	H = /	I = -7	J = 0	K = 0

COCCNC(=O)CSc1nc2nn(-c3ccccc3)c(=O)c-2c2n1CCCCC2
  A = 35	B = 102	C = 0.3	D = -8	E = -4	F = 1	G = 1	H = /	I = 1	J = -5	K = 5

Cc1ccc(S(=O)(=O)C2(C(=O)Nc3ccc(F)cc3)CC2)cc1
  A = -4	B = 97	C = -2.1	D = 0	E = -2	F = 2	G = -10	H = -2	I = -3	J = 0	K = 0

CCN1CCN(c2ccc(N3CCN(S(=O)(=O)c4cc([N+](=O)[O-])ccc4C)CC3)nn2)CC1
  A = -6	B = 102	C = 1.0	D = /	E = 4	F = 9	G = -2	H = 1	I = 7	J = -8	K = 8
